Source: PubChem BioAssay (National Center for Advancing Translational Sciences (NCATS))
AmpC no deterg = blocks E. coli AmpC beta-lactamase in detergent-free assay | AmpC nitrocefin hydrolysis, absorbance 480 nm, 0.0001% Triton | Potency, µM (top dose mostly 57.1 µM), for inactives: at the top dose activity change, negative = inhibition, usual class: inhibitors | 0.52% of 330,000 active;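 also: potency is read from the fitted curve at half-maximal effect; plate controls were no compound for no effect and no enzyme for full effect; nearly all actives have a fitted effect of over 20% in size; some results filed as inactive show a strong effect at the top dose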
Target sequence (P00811 whole entry, looked up): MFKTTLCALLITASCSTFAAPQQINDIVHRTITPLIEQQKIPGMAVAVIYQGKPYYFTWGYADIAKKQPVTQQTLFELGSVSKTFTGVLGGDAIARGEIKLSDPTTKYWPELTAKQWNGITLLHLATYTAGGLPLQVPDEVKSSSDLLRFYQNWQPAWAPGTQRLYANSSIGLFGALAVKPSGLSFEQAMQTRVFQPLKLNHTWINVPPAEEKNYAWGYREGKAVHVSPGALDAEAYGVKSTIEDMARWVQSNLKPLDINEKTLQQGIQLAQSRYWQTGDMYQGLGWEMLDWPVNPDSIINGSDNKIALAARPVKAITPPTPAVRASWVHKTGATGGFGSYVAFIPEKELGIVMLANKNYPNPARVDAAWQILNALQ
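20 mM phosphate pH 7.0 + 0.01% (detergent screen) or 0.0001% Triton X-100; 5.3 nM AmpC reagent; cpd preinc 15 min RT; nitrocefin (800 uM stock) to start; A480 q20 s × 4 min; Activity was normalised to no-enzyme and no-compound control wells.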
AMA1-RON2 inh = inhibitors of Plasmodium falciparum AMA1-RON2 interaction | AID 720542 | Potency, µM (titrated, usually from 58.2 µM), inactives show at the highest dose activity change, negative = inhibition, usual class: inhibitors | 0.2% of 360,000 active | AlphaScreen AMA1-biotinylated RON2 peptide binding;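 also: potency is read from the fitted curve at half-maximal effect; 0% = vehicle wells and -100% = peptide control; nearly all actives have a fitted effect of over 45% in size; some results filed as inactive show a strong effect at the top dose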
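AMA1 (3D7) with his tag at 25 nM final met compounds first, then biotinylated RON2 peptide at 25 nM; detection used donor plus acceptor beads, 10 µg/mL apiece, read by AlphaScreen after 30 min at room temperature.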
HCMV antiviral = human cytomegalovirus inhibition; 4.5% of 410,000 active; HFF cells, HCMV-luciferase reporter, 72 h; hits give low values; activity change, negative = inhibition, % at 57.5 µM; in the data active = activity change below about -60%; inconclusive = no clear call, values can overlap the other calls; inactive = above about -39%
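Human foreskin fibroblasts infected with luciferase-reporter HCMV at MOI 1 PFU/cell, compounds at two doses. Luciferase measured 72 h post infection; normalized to buffer-only basal and Salinomycin (10uM) controls.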
LmPK inh = LmPK (Leishmania mexicana) enzyme inhibition | purified LmPK, Kinase-Glo ATP luminescence, 1 h | Q27686 | 0.37% of 290,000 active | AID 1721 | Potency, µM (top dose mostly 57.5 µM), for the others: at the highest dose activity change, negative = inhibition, actives largely listed as inhibitors; also: potency is read from the fitted curve at half-maximal effect
Target sequence (Q27686 whole entry, looked up): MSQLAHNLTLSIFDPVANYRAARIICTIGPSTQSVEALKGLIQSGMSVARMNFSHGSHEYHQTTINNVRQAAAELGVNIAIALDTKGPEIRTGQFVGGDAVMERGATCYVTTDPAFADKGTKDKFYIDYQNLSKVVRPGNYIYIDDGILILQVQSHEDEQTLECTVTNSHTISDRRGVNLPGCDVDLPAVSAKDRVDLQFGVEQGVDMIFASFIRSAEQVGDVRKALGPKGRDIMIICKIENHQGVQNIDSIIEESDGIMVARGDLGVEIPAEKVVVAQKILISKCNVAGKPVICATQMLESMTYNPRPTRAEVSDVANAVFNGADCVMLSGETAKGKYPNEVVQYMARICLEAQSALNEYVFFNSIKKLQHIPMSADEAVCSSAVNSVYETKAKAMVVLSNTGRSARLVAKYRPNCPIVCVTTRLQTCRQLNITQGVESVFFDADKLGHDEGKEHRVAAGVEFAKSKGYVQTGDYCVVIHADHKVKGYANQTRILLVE
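Kinase-Glo luminescence read after 1 h RT reaction of 0.1 nM LmPK with 0.5 mM PEP and 0.1 mM ADP. Activity scaled between uninhibited and enzyme-free controls.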
TbPYK inhibitor = inhibitors of Trypanosoma brucei pyruvate kinase; TbPYK enzyme, Kinase-Glo Plus ATP luminescence, 45 min; 0.12% of 410,000 active; Potency, µM (highest dose often 76.8 µM), inactives show at the highest dose activity, negative = inhibition, most hits filed as inhibitors; Q57TT1; AID 624173; also: potency is read from the fitted curve at half-maximal effect; nearly all actives have a fitted effect of over 50% in size
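Luminescence from Kinase-Glo Plus, added after a 45-minute room-temperature reaction, served as the end-point read-out. The enzyme and substrate were preincubated with compound before ADP (130 uM final) initiated turnover. Concentration-effect curves came from normalized qHTS data.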
HCV inhibitor = HCV inhibition; Huh7.5.1 HCVcc-Cre infection, luciferase reporter, 44 h; Potency, µM (doses to about 41.8 µM), without a hit: at the top dose activity change, negative = inhibition, hits mostly inhibitors; 3.4% of 340,000 active; also: potency is read from the fitted curve at half-maximal effect
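HCVcc-Cre virus at an moi near 0.5 was added right after compound to cells cultured 4 h from seeding (1,000 cells/well). Luciferase activity was determined 44 h later, 15 min after substrate addition at RT.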
AmpC detergent = AmpC beta-lactamase inhibition with detergent present; P00811; 0.041% of 370,000 active; Potency, µM (top dose mostly 114 µM), for the others: top-dose activity change, negative = inhibition, usual class: inhibitors; AmpC hydrolysis of nitrocefin, absorbance 480 nm, 0.01% Triton;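 also: potency is read from the fitted curve at half-maximal effect; 0% = no-compound wells and -100% = no-enzyme wells; nearly all actives have a fitted effect of over 25% in size; some results filed as inactive show a strong effect at the top dose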
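AmpC (5.3 nM in the dispensed reagent) in 20 mM phosphate pH 7.0 with 0.01% (detergent screen) or 0.0001% Triton X-100 was preincubated with compounds for 15 min at room temperature. Nitrocefin was then added from an 800 uM solution, and hydrolysis was followed at 480 nm.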
Active calls of the source: *; ? = inconclusive; . = not tested or not shown; & = joins results of further samples; [ ] = another dose, or the depositor's remark. Unless noted, calls follow the shape of the dose curve; as a rule, active = well fitted curve in the direction sought with a large enough effect; inconclusive = small, poorly fitted or top-dose-only effect, or another doubt; inactive = no such curve, though single readings can be large; an effect the other way counts as inactive or inconclusive. Unless noted, % is scaled to controls: 0 for no effect and ±100 for the full control effect.

| Structure | LmPK inh | AmpC detergent | AMA1-RON2 inh | HCMV antiviral | TbPYK inhibitor | HCV inhibitor | AmpC no deterg |
| --- | --- | --- | --- | --- | --- | --- | --- |
| NC(=O)c1cc([N+](=O)[O-])ccc1NCc1cccc([N+](=O)[O-])c1 | . | -9% | -4% | 92 | 2% | 5% | -15% |
| C/C(=N\NC(=O)C(N)=O)c1ccc(O)cc1O | 1% | -4% | 101%[activator] | 30 | 0% | 4% | -20% |
| CN(C)CCN1C(=O)c2oc3ccc(Cl)cc3c(=O)c2C1c1cccc(Br)c1 (stereo not drawn) | 5% | ? | 9% | 19 | -17% | 1%&-16% | 33% |
| Cc1nc(CN2CCCCC2)cc(=O)[nH]1 | 1% | -7% | 63%[activator] | -14 | 2% | 6% | -9% |
| COc1cc2ccc(C(C)=NNC(N)=S)cc2cc1OC | . | . | 124%[activator] | 61 | -9% | . | . |
| COc1cc(C)ccc1OCCOc1c(C)cccc1Cl | -4% | -7% | 53%[activator] | 60 | -10% | -12% | -36% |
| CC(C)(C)NS(=O)(=O)c1ccc(OCC(=O)N2CCN(Cc3ccccc3)CC2)cc1 | 2% | 4% | -3% | -20 | 2% | -47% | 110%[activator] |
| COc1ccccc1CNC(=O)C(=O)NCC1OCCN1C(=O)c1cccs1 (stereo not drawn) | -5% | -15% | 11% | -23 | -1% | 2% | -21% |

Compound profiles, from the list above. Order of screens: LmPK inh | AmpC detergent | AMA1-RON2 inh | HCMV antiviral | TbPYK inhibitor | HCV inhibitor | AmpC no deterg
CC(C)(C)NS(=O)(=O)c1ccc(OCC(=O)N2CCN(Cc3ccccc3)CC2)cc1 as listed: 2% | 4% | -3% | -20 | 2% | -47% | 110%[activator]
NC(=O)c1cc([N+](=O)[O-])ccc1NCc1cccc([N+](=O)[O-])c1 as listed: . | -9% | -4% | 92 | 2% | 5% | -15%

Continuation.
| Structure | LmPK inh | AmpC detergent | AMA1-RON2 inh | HCMV antiviral | TbPYK inhibitor | HCV inhibitor | AmpC no deterg |
| --- | --- | --- | --- | --- | --- | --- | --- |
| COc1ccc(S(=O)(=O)N2CCCCC2)cc1NC(=O)C1COc2ccccc2O1 (stereo not drawn) | . | -7% | -14% | -1 | -1% | ? | -9% |
| O=C(NCCc1ccccc1)/C(=C\c1ccc([N+](=O)[O-])cc1)NC(=O)c1ccco1 | 5% | 8% | -9% | -15 | -12% | 22% | -19% |
| O=C(CSc1nnc(-c2ccccn2)o1)Nc1cccc(Cl)c1 | 1% | 0% | 1% | 154 | 26% | 16% | -17% |
| O=C1OCCN/C1=C\C(=O)c1ccc(Cl)cc1 | 3% | -14% | -18% | -5 | -1% | -1% | -29% |
| COc1ccccc1C(CNC(=O)c1ccc(OCc2c(C)noc2C)cc1)N1CCCC1 (stereo not drawn) | . | -3% | 3% | -13 | 0% | ? | 9% |
| Cc1cc(C)c(NC(=S)NCC2CCN(C(C)c3ccccc3)C2)c(C)c1 (stereo not drawn) | -2% | -7% | -17% | ? | ? | -4% | -15% |
| CC(=O)N1CCc2c(sc(NC(=O)CCS(=O)(=O)c3ccc(C)cc3)c2C(N)=O)C1 | . | -4% | 4% | 6 | 3% | 12% | 70%[activator] |
| COc1ccccc1N1CCN(C(=O)CCC(=O)N2CCN(c3ccc(F)cc3)CC2)CC1 | -6% | ? | -4% | 1 | 1% | ? | 156%[activator] |
| O=C(COC(=O)Cc1ccc(S(=O)(=O)N2CCOCC2)s1)Nc1ccc([N+](=O)[O-])cc1 | . | ? | -8% | 0 | 0% | 1% | -43% |
| COc1cc(C)ccc1OCc1cc(C(=O)N2C[C@H]3CC[C@H]2C3)no1 | 1% | -5% | -9% | -22 | 0% | -1% | 56% |
| Cn1cc(CN2CCN(Cc3ccc4c(c3)OCO4)CC2)c(-c2ccccc2F)n1 | -3% | -2% | -1% | 0 | 1% | 18% | 31% |
| CCOc1c(O)ccc(C2NC(=O)NC(C)=C2C(=O)OC)c1[N+](=O)[O-] (stereo not drawn) | -1% | 3% | -13% | -36 | -3% | ? | -26% |
| CCn1ccnc1CNC(=O)c1cc(COc2ccc(F)cc2F)on1 | 0% | -8% | 21% | -33 | -3% | -29% | -8% |
| Cc1ccc(C(=O)COC(=O)CNC(=O)c2cccs2)cc1C | 1% | -2% | -21% | 72 | 1% | 13% | -22% |
| COC(=O)c1sc(NC(=S)NC(=O)c2cccc(C)c2)nc1C | 2% | -17% | 41%[activator] | -21 | -1% | 3% | -14% |
| CCn1c(SCC(=O)NNC(=O)c2ccc(OC)cc2)nnc1C1CC1 | -2% | 3% | 44%[activator] | 3 | 3% | -1% | -14% |
| Cc1ccc(Cl)cc1NC(=O)Cn1c(=O)n(Cc2ccccc2)c(=O)c2oc3ccccc3c21 | . | 21% | . | 8 | -1% | . | . |
| COc1cc(NC(=O)c2oc3c(c2C)-c2nn(Cc4cccc(Cl)c4)cc2CC3)cc(OC)c1 | . | 21% | . | 39 | -9% | . | . |
| O=c1c2cc(NC(=S)NCc3ccccn3)ccc2nc2n1CCCCC2 | -1% | 0% | 48%[activator] | -31 | -12% | 2% | -26% |
| COc1ccc2[nH]c3c(c2c1)CCN1C(=O)N([C@@H](C)C(=O)NC2CCCC2)C(=O)[C@]31C | -4% | 0% | -11% | 2 | 7% | ? | 17% |
| O=C(NC1CCCCC1)c1n[nH]c2c1CCCCC2 | . | -4% | 3% | -27 | -20% | 8% | -1% |
| COc1cccc(N2CCN(c3ncnc4c3nc3n4CCCCC3)CC2)c1 | . | 2% | . | -99* | -10% | . | . |
| O=C(CCC1CCCCC1)Nc1ccccc1O | ? | -1% | -6% | 32 | 2% | -5% | -16% |
| O=C(COC(=O)c1ccc2ccccc2n1)Nc1ccccc1Br | . | . | -1% | 17 | 1% | 4% | -13% |

Sorted by molecular weight (smallest number first): part of the list above.
| Structure | LmPK inh | AmpC detergent | AMA1-RON2 inh | HCMV antiviral | TbPYK inhibitor | HCV inhibitor | AmpC no deterg |
| --- | --- | --- | --- | --- | --- | --- | --- |
| COc1cc2ccc(C(C)=NNC(N)=S)cc2cc1OC | . | . | 124%[activator] | 61 | -9% | . | . |
| CCOc1c(O)ccc(C2NC(=O)NC(C)=C2C(=O)OC)c1[N+](=O)[O-] (stereo not drawn) | -1% | 3% | -13% | -36 | -3% | ? | -26% |
| COc1ccc2[nH]c3c(c2c1)CCN1C(=O)N([C@@H](C)C(=O)NC2CCCC2)C(=O)[C@]31C | -4% | 0% | -11% | 2 | 7% | ? | 17% |
| Cc1ccc(Cl)cc1NC(=O)Cn1c(=O)n(Cc2ccccc2)c(=O)c2oc3ccccc3c21 | . | 21% | . | 8 | -1% | . | . |

Next compounds follow.
| Structure | LmPK inh | AmpC detergent | AMA1-RON2 inh | HCMV antiviral | TbPYK inhibitor | HCV inhibitor | AmpC no deterg |
| --- | --- | --- | --- | --- | --- | --- | --- |
| CC1=NN(C(C#N)c2ccc(F)cc2)C(c2ccccc2)C1 (stereo not drawn) | -8% | 1% | 1% | 11 | 9% | -4% | 7% |
| COc1ccc(CCc2ccc3ccccc3n2)cc1 | . | . | 24% | 30 | -2% | 3% | . |
| O=C(Nc1ccc(Br)cc1)NC1CCCCCCC1 | 0% | ? | 15% | -31 | 0% | ? | -45% |
| COc1ccc(NS(=O)(=O)c2cccc(C(=O)N/N=C(\C)c3ccc(-n4ccnc4)cc3)c2)cc1 | 3% | 3% | 41%[activator] | 23 | -3% | 12% | -32% |
| Cc1cc(=O)[nH]c2nnc(SCc3ccc(Cl)cc3Cl)n12 | . | -2% | . | -25 | 3% | . | . |
| CC(=O)Nc1ccc(NC(=O)COC(=O)COc2ccc3ccccc3c2)cc1 | . | . | 13% | -23 | 1% | 19% | -12% |
| COC(=O)C1=C(c2ccc(C(C)=O)cc2)C[C@@H]2CC[C@H]1N2C(=O)NCc1ccc(F)cc1 | . | 1% | -7% | -16 | -2% | -21% | 2% |
| Cc1ccc2[nH]c3c(c2c1)CC/C(=C/c1ccccc1)C3=O | 1% | 2% | -7% | -16 | 2% | -1% | -25% |
| CN(Cc1ccccc1)C(=O)COC(=O)c1cc(-c2ccc(Cl)s2)nc2ccccc12 | 16% | ? | 15% | -7 | 0% | ? | -17% |
| CCOC(=O)[C@]12CCCC=C1N(Cc1ccco1)C(=O)[C@H](CC(=O)NCCCOC)C2 | . | . | -10% | -2 | -1% | . | . |
| O=C(c1cc(C2CCCCN2C(=O)CCCc2ccccc2)on1)N1CCOCC1 (stereo not drawn) | . | . | -5% | 17 | 0% | . | . |
| CCN(CC)c1ccc(NC(=O)CCS(=O)(=O)c2ccc3c(c2)oc(=O)n3C)c(C)c1 | . | 1% | . | 6 | -5% | . | . |
| COC(=O)CC1C(=O)NCCN1C(=O)c1cc([N+](=O)[O-])ccc1Cl (stereo not drawn) | -8% | -1% | -15% | -31 | 4% | ? | 1% |
| Oc1cccc(-c2ccc3nccn3c2)c1 | . | . | -22% | 37 | 1% | . | . |
| CCOc1ccccc1NC(=S)N1CCN(c2ccccc2)CC1 | 4% | -6% | -3% | 69 | 2% | 9% | -13% |
| O=C(Nc1ccc(F)cc1)c1ccccc1 | -25% | 2% | 7% | -3 | -5% | 2% | -14% |
| Cc1ccc(-c2nnc(N)s2)cc1 | -5% | ? | 8% | -16 | 5% | 10% | -6% |
| C(=N\c1nc2ccccc2n1CCN1CCCCC1)/c1ccc2c(c1)OCO2 | -3% | -14% | 15% | 18 | -2% | ? | -9% |
| O=C1NC(=O)/C(=C\c2ccc(Br)o2)S1 | 2% | 2% | 11% | 30 | -12% | 11% | -25% |
| CCOC(=O)c1cc2c(=O)n3ccccc3nc2n(CCCOC)c1=NC(=O)c1ccncc1 | -2% | 2% | -15% | -14 | -8% | -23% | -5% |
| COc1cccc(N2CCN(C(=O)Cn3ncc4c5ccccc5n(C)c4c3=O)CC2)c1 | . | 9% | . | 16 | -3% | . | . |
| COc1ccc(-c2cc(-c3ccc(OC)cc3)[nH]n2)cc1 | 16% | -1% | -4% | -1 | 1% | ? | -11% |
| CCCNC(=O)N1[C@H]2CC[C@@H]1C(C(=O)OC)=C(c1ccc(OC)c(OC)c1)C2 | . | 4% | 23% | 13 | 4% | -1% | 0% |
| CCOC(=O)C1CCN(S(=O)(=O)CCNC(=O)c2ccc3c(c2)OCO3)CC1 | . | -4% | 8% | -27 | 4% | 11% | -13% |
| COc1ccc2[nH]c(C)c(CCN(Cc3cccs3)C(=S)Nc3ccccc3OC)c2c1 | 8% | -13% | -10% | -4 | -5% | ? | 0.5µM* |
| O=C(NC1CCCC1)c1nc2c(nnn2Cc2cccc(Cl)c2)c(=O)[nH]1 | 0% | -17% | 34%[activator] | -10 | -9% | 15% | -28% |
